Compound activity deposited in PubChem BioAssay by National Center for Advancing Translational Sciences (NCATS).
Shiga inhibitor: blocks Shiga toxin action in Vero cells. Vero cells, Shiga toxin protein synthesis inhibition reporter. inhibition, % at 38.7 µM. actives 9.2% (n = 290,000). AID 2315; in the data active = inhibition mostly above about 28%, no sharp cut-off; inactive = mostly below about 43%; also: 0% is about no effect
AmpC inh detg: AmpC beta-lactamase inhibition with detergent present; AmpC hydrolysis of nitrocefin, absorbance 480 nm, 0.01% Triton; AID 485294; Potency, µM (doses to about 114 µM), inactives show at the top dose activity change, negative = inhibition, actives largely listed as inhibitors; actives 0.041% (n = 370,000);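 also: potency is read from the fitted curve at half-maximal effect; 0% = no-compound wells and -100% = no-enzyme wells; nearly all actives have a fitted effect of over 25% in size; some results filed as inactive show a strong effect at the top dose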
Target sequence (P00811 whole entry, looked up): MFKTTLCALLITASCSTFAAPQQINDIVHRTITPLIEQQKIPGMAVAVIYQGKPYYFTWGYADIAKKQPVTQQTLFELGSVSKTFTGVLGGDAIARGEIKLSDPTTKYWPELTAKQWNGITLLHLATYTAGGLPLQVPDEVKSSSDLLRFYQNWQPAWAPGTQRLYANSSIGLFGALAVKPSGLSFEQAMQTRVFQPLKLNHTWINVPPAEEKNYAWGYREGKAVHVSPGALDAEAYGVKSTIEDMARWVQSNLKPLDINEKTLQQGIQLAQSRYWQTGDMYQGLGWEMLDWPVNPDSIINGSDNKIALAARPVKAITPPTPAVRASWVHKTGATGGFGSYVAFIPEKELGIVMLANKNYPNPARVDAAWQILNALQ
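20 mM phosphate pH 7.0 + 0.01% (detergent screen) or 0.0001% Triton X-100; 5.3 nM AmpC reagent; cpd preinc 15 min RT; nitrocefin (800 uM stock) to start; A480 q20 s × 4 min; Activity was normalised to no-enzyme and no-compound control wells.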
CHX counter: affects cycloheximide protein synthesis inhibition readout, counter-screen | max response, % | cell reporter, cycloheximide protein synthesis inhibition counterscreen | actives 12% (n = 300,000); in the data active = max response mostly above about 13%, no sharp cut-off; inactive = mostly below about 14%; also: read at 38.3 µM for the half of the compounds with a filed dose; 0% is about no effect
FBPA Giardia inh: inhibitors of Giardia lamblia fructose-1,6-bisphosphate aldolase; Potency, µM (series often up to 59.6 µM), without a hit: top-dose activity, negative = inhibition, hits mostly inhibitors; purified Giardia FBPA; actives 0.71% (n = 290,000); A8B2U2; also: potency is read from the fitted curve at half-maximal effect; % is scaled to controls: 0 for no effect and ±100 for the full control effect; nearly all actives have a fitted effect of over 55% in size
Target sequence (A8B2U2 whole entry, looked up): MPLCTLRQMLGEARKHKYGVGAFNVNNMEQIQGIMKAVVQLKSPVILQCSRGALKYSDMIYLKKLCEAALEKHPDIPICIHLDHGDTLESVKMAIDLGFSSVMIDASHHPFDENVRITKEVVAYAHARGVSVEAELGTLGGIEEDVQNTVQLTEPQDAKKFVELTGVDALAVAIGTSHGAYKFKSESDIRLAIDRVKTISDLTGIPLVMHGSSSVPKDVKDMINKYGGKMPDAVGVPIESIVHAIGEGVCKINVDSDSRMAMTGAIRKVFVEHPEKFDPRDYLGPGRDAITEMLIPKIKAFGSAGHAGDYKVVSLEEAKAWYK
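40 nM FBPA preincubated 10 min at RT with compound (up to 57.5 uM final), then substrate plus GAPDH/TPI/NAD/arsenate coupling and diaphorase/resazurin added. Fluorescence read after 20 min at RT, 525/598 nm.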
AMA1-RON2 inh: disrupts binding of P. falciparum AMA1 to RON2; AlphaScreen AMA1-biotinylated RON2 peptide binding; Potency, µM (top dose mostly 58.2 µM), for inactives: at the highest dose activity change, negative = inhibition, hits mostly inhibitors; actives 0.2% (n = 360,000);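 also: potency is read from the fitted curve at half-maximal effect; 0% = vehicle wells and -100% = peptide control; nearly all actives have a fitted effect of over 45% in size; some results filed as inactive show a strong effect at the top dose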
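AMA1 (3D7) with his tag at 25 nM final met compounds first, then biotinylated RON2 peptide at 25 nM; detection used donor plus acceptor beads, 10 µg/mL apiece, read by AlphaScreen after 30 min at room temperature.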
HCMV antiviral: blocks human cytomegalovirus replication. activity change, negative = inhibition, % at 57.5 µM. HFF cells, HCMV-luciferase reporter, 72 h; hits give low values. actives 4.5% (n = 410,000); in the data active = activity change below about -60%; inconclusive = no clear call, values can overlap the other calls; inactive = above about -39%; also: % is scaled to controls: 0 for no effect and ±100 for the full control effect
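Cell-based, HFFs, 1000 cells/well, 16 h 37C; cpds in DMSO + HCMV-luc, MOI 1 PFU/cell; 72 h 37C; OneGlo luminescence after 5 min RT; norm. to buffer vs Salinomycin 10uM.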
AmpC inh no detg: AmpC beta-lactamase inhibition without detergent; P00811; AmpC nitrocefin hydrolysis, absorbance 480 nm, 0.0001% Triton; Potency, µM (top dose mostly 57.1 µM), without a hit: at the highest dose activity change, negative = inhibition, actives largely listed as inhibitors; actives 0.52% (n = 330,000);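 also: potency is read from the fitted curve at half-maximal effect; plate controls were no compound for no effect and no enzyme for full effect; nearly all actives have a fitted effect of over 20% in size; some results filed as inactive show a strong effect at the top dose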
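AmpC (5.3 nM in the dispensed reagent) in 20 mM phosphate pH 7.0 with 0.01% (detergent screen) or 0.0001% Triton X-100 was preincubated with compounds for 15 min at room temperature. Nitrocefin was then added from an 800 uM solution, and hydrolysis was followed at 480 nm.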
The depositor's hits bear a star; ? = inconclusive; nt = no result given; + = active, no number; & = joins results of further samples; [ ] = another dose, or the depositor's remark. Unless noted, calls follow the shape of the dose curve; as a rule, active = well fitted curve in the direction sought with a large enough effect; inconclusive = small, poorly fitted or top-dose-only effect, or another doubt; inactive = no such curve, though single readings can be large; an effect the other way counts as inactive or inconclusive. Rows were taken by chance. About 16% of those tested had a hit in this group.

Every second line gives: Shiga inhibitor, AmpC inh detg, CHX counter, FBPA Giardia inh, AMA1-RON2 inh, HCMV antiviral, AmpC inh no detg
- CCN(CC)S(=O)(=O)c1ccc(/C=C/C(=O)OCC(=O)Nc2cccnc2Cl)cc1
  nt, -13%, nt, nt, -3%, 14, 20%
- Clc1ccc(N=c2ssnc2Cl)nc1
  -2, 7%, -3, 0%, 12%, 50, -5%
- CCOc1ccc(NC(=O)COC(=O)CNC(=O)c2ccc(-c3ccccc3)cc2)cc1
  nt, 3%, nt, nt, 2%, 0, -19%
- COc1cc(C(=O)Nc2nc(-c3ccc(F)cc3)cs2)ccc1OCC(=O)N1CCOCC1
  20, 1%, 13, 0%, -2%, ?, 248%[activator]
- O=C(c1ccsc1)N1CCCC(Nc2ccc(F)c(F)c2)C1 (stereo not drawn)
  -5, -11%, -3, 2%, 2%, 0, -2%
- CCOc1cc2[nH]c(=S)n(Cc3ccc(C)o3)c(=O)c2cc1OCC
  14, -9%, -2, 1%, 22%, -21, -18%
- CCCCC(CC)CO (stereo not drawn)
  nt, nt, nt, nt, 17%, -5, -3%
- CNC(=O)NC(=O)CSc1ncc(C(F)(F)F)cc1Cl
  -13, 2%, -6, 11%, 1%, 14, -5%
- O=C(C[n+]1ccc(CCSc2ccc(F)cc2)cc1)c1ccccc1
  -2, -8%, 5, ?, -4%, nt, 109%[activator]
- CCn1nnnc1SCC(=O)NCc1ccco1
  -18, -10%, -3, -9%, 1%, 48, -13%
- CCCCC(c1nnnn1CC1CCCO1)N1CCN(c2cc(Cl)ccc2C)CC1 (stereo not drawn)
  -10, -15%, -1, -5%, -7%, -10, 50%
- COc1ccc(OCCCC(=O)OCC(=O)NNC(=O)c2ccc([N+](=O)[O-])cc2)cc1
  nt, -22%, nt, nt, 85%[activator], -19, -29%
- CN1CCN(c2ccc(CNS(=O)(=O)c3cccc(F)c3)cc2)CC1
  -3, 0%, -3, 1%, -4%, 28, -19%
- COc1ccc([N+](=O)[O-])cc1N(CC1CO1)S(=O)(=O)c1ccc(C)cc1 (stereo not drawn)
  -6, 3%, -1, 0%, -5%, ?, 3%
- CCC1CCCCN1S(=O)(=O)c1c(C)n(C)c(=O)n(C)c1=O (stereo not drawn)
  nt, ?, nt, nt, 3%, -22, -9%
- CCCOc1ccc(CSc2ncn[nH]2)cc1
  68*, -17%, 30*, -17%, 15%, -31, -12%
- CC1(C)CCCN(C(=O)c2ccc3c(c2NCCO)C(=O)c2ccccc2C3=O)C1
  2, -15%[57.1 µM], -5, -8%, ?, ?, 242%[activator]
- COc1cccc(C(=O)NNS(=O)(=O)c2ccc(F)cc2)c1
  0, ?, 11, -6%, -2%, 7, -15%
- O=c1[nH]c(=O)n(C2CCCCCC2)c(O)c1C=NCc1cccnc1
  -15, 1%, -2, 3%, -17%, -15, 8%
- Cc1nnc(N2C(=O)C(O)=C(C(=O)c3ccco3)C2c2ccc(F)cc2)s1 (stereo not drawn)
  -5, ?, -2, 0%, 8%, 17, ?
- CC1CCCCC12NC(=O)N(CC(=O)N1CCN(C(=O)c3cccs3)CC1)C2=O (stereo not drawn)
  nt, 4%, nt, nt, 4%, -19, -12%
- CS(=O)(=O)c1ccc(Cl)c(NC(=O)COC(=O)c2ccc(S(=O)(=O)N3CCCC3)cc2)c1
  nt, nt, nt, nt, 5%, 28, -17%
- COc1ccc(N(C)S(=O)(=O)c2cccc(C(=O)NCC3CCCCC3)c2)cc1
  13, -13%, 9, -1%, -13%, -23, -22%
- O=C(Nc1cccc(-n2cnnn2)c1)c1ccc(C(F)(F)F)cc1
  nt, -6%, nt, nt, -5%, ?, ?
- CC(=O)N1CCC[C@H]1C(=O)O
  17, -13%, 1, 0%, -3%, -25, -9%
- COc1ccc(NC(=O)CN(c2ccc(OC)c(Cl)c2)S(=O)(=O)c2ccccc2)c(OC)c1
  -5, -16%, -4, -2%, -9%, 13, 2%
- O=C(Nc1ccccc1)C1CCN(S(=O)(=O)c2cccs2)CC1
  nt, ?, nt, nt, 17%, 7, -20%
- COC(=O)c1ccc(CSc2nnc(-c3c[nH]c4ccccc34)n2-c2ccccc2)cc1
  +, 12%, 18*, 0%, -2%, -31, -32%
- COc1ccc2nc3cc(Cl)ccc3c(Nc3cc(CN4CCCC4)c(O)c(CN4CCCC4)c3)c2n1
  -1, -7%, 1, -4%, nt, -100*, 52%
- C=CCn1c(SCC(=O)NC(=O)c2cccc([N+](=O)[O-])c2)nnc1-c1ccccc1
  23, -2%, -3, 0%, 21%, -13, -36%
- Cc1cc(C(=O)CSc2nc3ccccc3o2)c(C)n1C1CC1
  27*, 1%, 53*, -8%, -7%, 3, -33%
- Nc1nonc1-n1nnc(C(=O)N/N=C/c2ccc(Cl)cc2)c1-c1ccc2c(c1)OCO2
  -3, -7%, -2, nt, -6%, 0, -48%
- CCN(CC(=O)Nc1ccc2c(c1)OCCO2)CC(=O)Nc1ccc(C)c([N+](=O)[O-])c1
  nt, nt, nt, nt, 33%[activator], -10, 36%
- COc1ccc(CCNC(=O)C(=O)NCC2OCCN2S(=O)(=O)c2ccc(OC)c(OC)c2)cc1OC (stereo not drawn)
  16, -6%, -4, -10%, -4%, 13, 55%
- C=CCNC(=O)c1ccc(C2SCC(=O)N2Cc2ccco2)cc1 (stereo not drawn)
  16, 10%, 0, 3%, -3%, 63, -38%
- COc1ccc(OC)c(NC(=O)CSc2nc3n[nH]c(C)c3c(=N)n2-c2cccc(Cl)c2C)c1
  -2, 1%, 25*, -3%, -2%, ?, 77%[activator]
- Cc1csc(CNc2ncnc3ccc(-c4cccnc4)cc23)c1
  nt, -4%, nt, nt, nt, -15, -17%&-16%
- COc1ccc(NC(=O)CN(c2ccccc2OC)S(=O)(=O)c2cccs2)cc1Cl
  nt, nt, nt, nt, -10%, -7, -5%
- Cn1c(=O)c([N+](=O)[O-])c(NC2CCS(=O)(=O)C2)c2ccccc21 (stereo not drawn)
  -17, -7%, -3, 0%, 15%, 10, -16%
- O=C(O)CSc1nc2sc3c(c2c(=O)n1-c1ccccc1)CCC3
  9, -3%, -4, 10%, -20%, -25, -21%
- Cn1c(CN2CCOCC2)nc2cc(NC(=O)c3ccccc3Cl)ccc21
  -3, ?, -3, 0%, 14%, -22, -8%
- CCOC(=O)CCC(NC(=O)CCC(=O)NC(CCC(=O)OCC)C(=O)OCC)C(=O)OCC (stereo not drawn)
  -8, -4%, -1, 9%, -9%, -34, -2%
- Cc1ccc(NC(=O)c2cc([N+](=O)[O-])ccc2N2CCCC2)cc1
  4, -3%, -1, 0%, 5%, -27, -1%
- O=C(Nc1ccc(Cl)cc1)OC1CN2CCC1CC2 (stereo not drawn)
  42*, -4%, 27*, 3%, 6%, 42, -31%
- O=C(/C(=C/c1ccccc1)n1cncn1)c1ccc(Cl)cc1Cl
  -2, 1%, -2, 6%, -4%, 27, 60%
- CCN(CC(=O)Nc1ccc(NC(C)=O)cc1)C(=O)c1ccccc1SCC(=O)N1CCCC1
  nt, -2%, nt, nt, 3%, 16, -1%
- CCN1C(=O)/C(=C/c2ccc(N3CCCC3)cc2)NC1=S
  24, -5%, 66*, -2%, ?, -65*, 28µM*
- Cc1nc2ccc(NC(=O)CSc3ccccc3)cc2s1
  nt, nt, nt, nt, 3%, 2, -20%
- COC(=O)c1cccc2nc3c(C(C)O)cccc3nc12 (stereo not drawn)
  22, -3%, 8.1*, ?, 1%, 3, -2%
- Cc1ccc(C(C(=O)NC2CCCC2)N(C(=O)CNC(=O)c2cccs2)c2cccnc2)o1 (stereo not drawn)
  11, 1%, -1, 4%, -1%, 3, -18%
- COc1ccc(C/C(O)=C(\C#N)c2nc3ccccc3[nH]2)cc1OC
  -18, -12%, -3, 6%, -6%, 2, -10%
- CCOC(=O)c1c(C)sc2c1N(C(=O)CN(CC)CC)c1ccccc1S2
  12, ?, -5, -5%, -6%, 22, 175%[activator]
- CC(=O)N1CCC(C(=O)Nc2ccc(S(=O)(=O)N3CCCC(C)C3)cc2)CC1 (stereo not drawn)
  nt, ?, nt, nt, -14%, ?, 48%
- Cc1cc2ncn(C(=O)N3CCCC3)c2cc1C
  21, ?, 11, 3%, -16%, -13, -7%
- COc1cccc(Nc2ccc([N+](=O)[O-])c3nonc23)c1
  -3, 1%, 1, 13%, ?, 56, -18%
- O=C(CSc1nnc(Cc2ccccc2)o1)NCc1ccco1
  -21, ?, -9, 2%, 15%, 55, -13%
- CC(C)(C)Cc1nnc(NS(=O)(=O)c2ccccc2)s1
  -2, 1%, -1, -1%, -6%, 14, -31%
- Cc1cccc(NC2=NCCCS2)c1
  4, 6%, -3, 1%, -8%, 44, -13%
- Cc1ccc(-n2ccc(=O)c(C(=O)Nc3ccc(S(=O)(=O)Nc4onc(C)c4C)cc3)n2)cc1
  -6, 3%, 0, 10%, 0%, -29, -32%
- COc1cc(OC)cc(C(=O)NCC(=O)NC(C)c2ccccc2)c1 (stereo not drawn)
  -5, -3%, -2, 7%, 7%, 17, -15%

The list goes on:
Every second line gives: Shiga inhibitor, AmpC inh detg, CHX counter, FBPA Giardia inh, AMA1-RON2 inh, HCMV antiviral, AmpC inh no detg
- CC(=O)Nc1ccc(-c2csc(NCc3ccccc3)n2)cc1
  62*, -4%, 25*, -7%, 0%, 84, -10%
- CN(Cc1cn(-c2ccccc2)nc1-c1ccc(F)cc1)C(=O)CCC(=O)O
  -1, -8%, -5, 3%, 3%, 7, -17%
- CCOc1ccccc1NC(=O)c1c(Br)cnn1C
  1, 2%, -1, 4%, -10%, -4, -6%
- O=C(Nc1ccc(-c2cn3ccsc3n2)cc1)C1CCCC1
  33, -3%, 32*, -8%, 7%, 88, -17%
- Cc1cc(C)n(C(=O)CN2C(=O)COc3ccccc32)n1
  13, -15%, 13, -6%, 4%, 43, 8%
- O=C(COC(=O)CCc1nc2ccccc2c(=O)[nH]1)Nc1ccccc1OC(F)F
  nt, 3%, nt, nt, 17%, -1, -11%
- Cc1ccc2c(C(=O)CN3CCCCC3)c(C)[nH]c2c1
  -15, -14%, -1, -2%, -4%, 31, -2%
- O=C(O)CC1c2ccccc2S(=O)(=O)N1Cc1ccccc1 (stereo not drawn)
  -9, 3%, -1, 7%, 8%, -3, -31%
